ATXN2 expr inh – Primary qHTS for Inhibitors of ATXN expression. Potency, µM (top dose mostly 57 µM), for inactives: at the highest dose activity change, negative = inhibition, actives largely listed as inhibitors. HEK-293 ATXN2-luciferase reporter, luminescence, 24 h. 360,000 tested, 0.72% active. AID 1745845, 2022; further: potency means the concentration at half of the fitted maximal effect; on the % scale 0 is the no-effect control and ±100 the full control effect; nearly all actives have a fitted effect of over 55% in size
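ATXN2-luciferase reporter cells (luciferase flanked by upstream and downstream ATXN2 gene portions) were treated 24 h at 37 °C with compounds at up to 57 uM. SteadyGlo luminescence gave expression; GF-AFC fluorescence gave viability.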
KB-3-1 cytotox – qHTS assay for MDR1-selective chemotherapeutics: Primary screen using the parental adenocarcinoma cell KB-3-1; 400,000 tested, 1.4% active; Potency, µM (top dose mostly 46.1 µM), inactives show at the highest dose activity change, negative = cytotoxic, most hits filed as cytotoxic; KB-3-1 viability, CellTiter-Glo ATP luminescence, 72 h; further: potency means the concentration at half of the fitted maximal effect; on the % scale 0 is the no-effect control and ±100 the full control effect; nearly all actives have a fitted effect of over 60% in size
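Using CellTiter-Glo luminescence, growth of non-resistant KB-3-1 adenocarcinoma cells is assessed 72 h after pin-tool compound addition at 37 °C. Normalized responses across the concentration series yield fitted curves.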
HT1080-NT tox – qHTS for induction of synthetic lethality in tumor cells producing 2HG: qHTS for the HT-1080-NT fibrosarcoma cell line; HT-1080-NT fibrosarcoma viability, CellTiter-Glo ATP luminescence, 48 h; Potency, µM (doses to about 46.1 µM), for the others: at the top dose activity, negative = less viability, hits mostly cytotoxic; AID 686970, 2013; 360,000 tested, 1.6% active;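 further: NT is the 2HG producing partner of a matched IDH1 knockdown line; potency means the concentration at half of the fitted maximal effect; 0% = DMSO-treated cells and -100% = media-only wells without cells; nearly all actives have a fitted effect of over 55% in size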
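Compounds were tested in concentration-response format on HT-1080-NT cells for 48 hours at 37 degrees C. Cell viability came from CellTiter-Glo luminescence; curves were classified by r2, response magnitude and activity.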
HT1080 IDH1KD tx – qHTS for induction of synthetic lethality in tumor cells producing 2HG: qHTS for the HT-1080-IDH1KD cell line; HT-1080 IDH1 knockdown viability, ATP luminescence, 48 h; Potency, µM (highest dose often 46.1 µM), without a hit: at the top dose activity, negative = toxicity, most hits filed as cytotoxic; 360,000 tested, 2% active;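 further: potency means the concentration at half of the fitted maximal effect; 0% = DMSO wells and -100% = cell-free medium wells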
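After a 2 h attachment period, IDH1KD HT-1080 cells took pin-transferred compound for 48 h at 37 °C; ATP-based luminescence after 10 min room-temperature reagent incubation reported viability.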
IL1B secr inh – qHTS for Inhibitors of Inflammasome Signaling: IL-1-beta AlphaLISA Primary Screen. AID 743279, 2014. 360,000 tested, 4.7% active. activity change, % at 57.5 µM. THP-1 LPS/ATP IL-1B secretion, AlphaLISA, 16 h; hits give low values; in the data active means activity change below about -50%; inconclusive means mostly about -30% to -49%; further: on the % scale 0 is the no-effect control and ±100 the full control effect
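THP-1 cells pretreated 1 hr with compounds (up to 57.5 uM final), then stimulated with LPS (250 ng/mL final) plus ATP (1.25 mM final); secreted IL-1B measured by AlphaLISA after 16 hr, decreased signal indicating inhibition.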
KB-V1 cytotox – qHTS assay for MDR1-selective chemotherapeutics: Primary screen using the drug-selected MDR subline cells KB-V1; KB-V1 MDR cells viability, CellTiter-Glo, 72 h; Potency, µM (doses to about 46.1 µM), without a hit: at the top dose activity change, negative = cytotoxicity, actives largely listed as cytotoxic; 400,000 tested, 3.4% active; AID 1347076, 2019; further: potency means the concentration at half of the fitted maximal effect; on the % scale 0 is the no-effect control and ±100 the full control effect; nearly all actives have a fitted effect of over 60% in size
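KB-V1 MDR subline cells in DMEM (phenol-red free, 10% FBS) exposed to compounds in qHTS concentration series for 72 h at 37 degrees C. Viability read by CellTiter-Glo luminescence; concentration-effect curves fitted after normalization and correction.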
SW480 rerep – A quantitative high throughput screen for small molecules that induce DNA re-replication in SW480 colon adenocarcinoma cells. SW480 DNA re-replication, Hoechst DNA content imaging, 48 h. Potency, µM (series often up to 46.1 µM), for inactives: at the top dose re-replication activation, actives largely listed as activators. 340,000 tested, 1.8% active. AID 624297, 2012; further: potency means the concentration at half of the fitted maximal effect; % of control where 0% means no effect; nearly all actives have a fitted effect of over 55% in size
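Image-based DNA-content assay: after two days of treatment, nuclei were labelled with the DNA dye Hoechst and imaged, and hits were compounds raising the count of nuclei showing high fluorescence intensity.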
MCF10A rerep – A quantitative high throughput screen for small molecules that induce DNA re-replication in MCF 10a normal breast cells; 350,000 tested, 2.9% active; MCF 10A DNA re-replication, Hoechst nuclear intensity, 48 h; AID 624296, 2012; Potency, µM (titrated, usually from 46.1 µM), without a hit: at the top dose activity, positive = re-replication, actives largely listed as activators; further: potency means the concentration at half of the fitted maximal effect; % of control where 0% means no effect; nearly all actives have a fitted effect of over 50% in size
S2 tox – Viability Counterscreen for Primary qHTS for Inhibitors of ATXN expression. S2 cells (HEK-293 line with an ATXN2-luciferase reporter) viability, CellTiter-Fluor protease fluorescence, 24 h. Potency, µM (top dose mostly 56.7 µM), most hits filed as cytotoxic. 400,000 tested, 0.49% active. AID 651635, 2014; further: potency means the concentration at half of the fitted maximal effect; nearly all actives have a fitted effect of over 40% in size
Starred values were filed as active, the others as inactive; i = inactive; ? = inconclusive; / = not tested or not shown; [ ] = dose if it differs, or a comment. Unless noted, the call rests on the fitted dose curve; in most records, active means well fitted curve in the direction sought with a large enough effect; inconclusive means small, poorly fitted or top-dose-only effect, or another doubt; inactive means no such curve, though single readings can be large; an effect the other way counts as inactive or inconclusive.

Start of the data: the first 3 records, to show the layout:
SMILES	ATXN2 expr inh	KB-3-1 cytotox	HT1080-NT tox	HT1080 IDH1KD tx	IL1B secr inh	KB-V1 cytotox	SW480 rerep	MCF10A rerep	S2 tox
CN(C)Cc1ncccc1Oc1nc2cc(-c3cccc(Cl)c3)sc2c(=O)n1C	-26%	0%	?	?	?	-8%	/	/	i
Cn1nc(C(F)(F)F)c(/C=N/OC(=O)c2ccccc2Cl)c1SCc1ccc(Cl)cc1	-28%	?	4%	-3%	-13	?	-1%	?	i
CCOc1ccccc1NC(=O)C(NC(=O)C1CCC(C)CC1)C(C)C (centres undefined)	-9%	?	2%	19%	25	-18%	?	17%	i

The listing, repeating the preview:
SMILES	ATXN2 expr inh	KB-3-1 cytotox	HT1080-NT tox	HT1080 IDH1KD tx	IL1B secr inh	KB-V1 cytotox	SW480 rerep	MCF10A rerep	S2 tox
CN(C)Cc1ncccc1Oc1nc2cc(-c3cccc(Cl)c3)sc2c(=O)n1C	-26%	0%	?	?	?	-8%	/	/	i
Cn1nc(C(F)(F)F)c(/C=N/OC(=O)c2ccccc2Cl)c1SCc1ccc(Cl)cc1	-28%	?	4%	-3%	-13	?	-1%	?	i
CCOc1ccccc1NC(=O)C(NC(=O)C1CCC(C)CC1)C(C)C (centres undefined)	-9%	?	2%	19%	25	-18%	?	17%	i
O=C(CCc1nc(-c2ccccc2)no1)NCC1CCCO1 (centres undefined)	3%	-3%	0%	12%	5	6%	-8%	-2%	i
CCCCSc1nc(C)c(C(C)=O)cc1C#N	10%	-1%	-1%	0%	7	9%	-5%	-29%	i
COc1ccc(NC(=O)CSc2nc3ccccc3nc2Cc2ccc(C)cc2)cc1Cl	-6%	6%	/	/	/	0%	/	/	?
CCCC(/C=C/c1ccc(OC(C)=O)cc1)=C1/c2ccccc2C(=O)N1c1ccccc1	-1%	0%	-8%	-2%	-63*	-12%	?	?	/
COc1cc(CN2CCN(Cc3ccc(C(F)(F)F)cc3)CC2)cc(OC)c1OC	/	?	-7%	-6%	-1	-6%	-3%	15%	i
COc1cc(/C=C2\SC(=S)N(N3CCOCC3)C2=O)cc(OC)c1OC	10%	7%	-1%	6%	12	-22%	13%	10%	i
CC(=O)c1cccc(NC(=O)c2cc(-c3ccc(F)cc3)on2)c1	-11%	4%	-1%	0%	-10	0%	?	10%	i
O=S(=O)(Oc1ccccc1/C=N/n1cnnc1)c1ccccc1	10%[11.3 µM]	19%	17%	23%	-2	11%	7%	-10%	i
NC(=O)C1CCN(C(=O)Cc2ccc([N+](=O)[O-])cc2)CC1	-5%	-10%	1%	-11%	0	-1%	2%	14%	i
COC(=O)c1c(NC(=O)C(=O)N2CCCCC2)sc2c1CC(C)(C)OC2	-10%	-2%	2%	-3%	-13	-3%	-10%	10%	i
Cc1cc(O)c(-c2cc(C(=O)Nc3cccnc3)[nH]n2)cc1C	/	3%	10%	12%	-25	?	1%	0%	i
O=C(Nc1cccnc1Cl)c1cc(-c2ccccc2O)on1	20%	?	20%	1%	19	?	9%	0%	i
COc1ccc(-c2nc(C)ncc2-c2csc(C)n2)c(O)c1	0%	0%	4%	5%	16	9%	-1%	6%	i
Cc1ccc(COC(=O)CCN=C2NS(=O)(=O)c3ccccc32)cc1	-7%	0%	-5%	-1%	2	-4%	-9%	-1%	i
COc1cc(/C=N/NC(=O)COc2c(C)cc([N+](=O)[O-])cc2C)ccc1OC(=O)c1ccccc1Br	7%	-3%	-11%	-11%	-3	-12%	-5%	2%	i
CS(=O)(=O)N(CC(=O)N1CCN(c2ccccc2)CC1)C1CCCCC1	5%	11%	7%	5%	-18	-4%	-4%	4%	i
COc1ccc(/C=N/NC(=O)c2ccoc2C)cc1OC	2%	14%	28%	29%	5	5%	-1%	1%	i
C#CCN1[C@@H]2CCN(C2)c2cc(Br)ccc2S1(=O)=O	-7%	1%	0%	0%	9	0%	-17%	0%	i
CCCOc1cc(C)c(S(=O)(=O)n2ccc(C)n2)cc1C	-4%	-13%	0%	-5%[9.24 µM]	0	?	0%	5%	i
COc1cc(OC)c(NC(=O)c2ccc(Br)o2)cc1Cl	-1%	0%	-26%	-15%	-1	-26%	-4%	17%	i
CC(C)NC(=O)CSc1ncccc1-c1nc2ccccc2[nH]1	/	3%	0%	-2%	-2	-17%	2%	-3%	?
Cc1ccc(C)c(NC(=O)NNC(=O)c2ccc3ccccc3c2O)c1	2%	4%	-2%	3%	10	-3%	?	-1%	i
COc1cccc(N2CCN(S(=O)(=O)c3ccc4c(c3)NC(=O)CS4)CC2)c1	-11%	0%	5%	-14%	20	-15%	-14%	-3%	i
Cc1cc(C(=O)COc2cccnc2[N+](=O)[O-])c(C)n1Cc1cccs1	?	?	?	-2%	-17	?	11%	?	?
CC(C)CCOc1ccc(Cn2c(=O)sc3ccccc32)cc1	28%	-19%	/	/	/	-9%	/	/	i
COc1cccc(CSc2nccn2C)c1	/	-1%	1%	-1%	-13	2%	3%	5%	i
Cc1ccc(NC(NC(=O)c2cccs2)C(Cl)(Cl)Cl)cc1 (centres undefined)	-12%	2%	-21%	-15%	22	0%	-4%[9.22 µM]	3%	i
Cc1cc(C2=NNC(=NC3CCCCC3)SC2)c(C)n1-c1c(C)n(C)n(-c2ccccc2)c1=O	/	-2%	-16%	-18%	-4	?	11%	14%	?
CCC(C)Sc1nnc(CNS(=O)(=O)c2ccc(F)cc2)n1C (centres undefined)	-8%	-10%	-6%	-2%	16	10%	-11%	0%	i
Cc1ccc(NC2=NC(c3ccc(O)cc3)n3c(nc(C)cc3=O)N2)cc1 (centres undefined)	0%	9%	-13%	-10%	0	18%	-3%	9%	i
Cc1cccc(C)c1Nc1cn[nH]c1	13%	0%	23%	20%	12	14%	/	/	i
CCN(CC)S(=O)(=O)c1cccc(C(=O)Nc2ccccc2C(=O)N2CCOCC2)c1	2%	2%	19%	9%	14	-12%	-4%[9.22 µM]	-3%	i
COc1ccccc1-c1nnc(NC(=O)c2ccc(S(=O)(=O)N(C)CC3CCCO3)cc2)o1 (centres undefined)	-23%	/	-18%	?	16	/	20%	?	i
COc1ccc(CNC(=O)C(=O)NCC(c2ccco2)N2CCOCC2)cc1 (centres undefined)	0%	11%	2%	3%	-26	-28%	-45%[inhibitor]	0%	i
Cc1ccc(NC(=O)c2ccco2)c(NC(=O)c2cccs2)c1	1%	7%	5%	5%	18	?	-28%	4%	i
COc1cccc(-n2c(N)cc(=O)nc2SCC(=O)N2CCN(c3ccccc3)CC2)c1	3%	13%	13%	22%	2	0%	2%	-6%	i
COc1ccc(C(=O)N2CCN(c3ccc(NC(=O)c4cccs4)cc3)CC2)cc1	-26%	/	1%	5%	?	/	0%	3%	i
CCOC(=O)CSc1nnc(COc2cccc(C)c2)o1	-4%	17%	13%	11%	-2	7%	-9%	1%	i
CCC(C)Sc1ccc([C@H]2N[C@@](C)(C(=O)OC)[C@H]3C(=O)N(C)C(=O)[C@@H]23)cc1OC (some centres undefined)	13%	3%	0%	-1%	17	?	-2%	21%	i
Cc1ccc(S(=O)(=O)CCc2nc3ccccc3[nH]2)cc1	5%	-28%	8%	14%	?	-2%	1%	12%	i
O=C(c1cccnc1)N1CCN(S(=O)(=O)c2ccc(S(=O)(=O)N3CCCC3)cc2)CC1	2%	15%	7%	-1%	0	-2%	1%	?	i
CCn1c(Cc2cccn2C)nnc1SCC(=O)c1ccc(C)cc1	11%	-8%	13%	9%	-25	4%	-8%	1%	i
CSc1c(CC(=O)Nc2ccccc2C(F)(F)F)n(Cc2ccccc2)c2ccccc12	-19%	-18%	?	?	20	?	3%	?	i
CCN1CCN(CC(=O)Nc2ccc(Cl)c(S(=O)(=O)N(C)C)c2)CC1	/	21%	?	6%	0	-2%	-22%	0%	i
Cc1nn(-c2ccccc2)c(Cl)c1C(=O)OCC(=O)NCCc1ccc(S(N)(=O)=O)cc1	1%	-2%	-4%	7%	-12	0%	-1%	-1%	i
COCCNC(=O)/C(C#N)=C/c1ccc(C)o1	25%	-5%	22%	12%	8	0%	?	4%	i
COC(=O)Cn1c(O)c(N=NC(=O)c2ccc3c(c2)OCO3)c2ccccc21	8%[11.3 µM]	11%	-4%	1%	1	-11%	2%	5%	i
S=c1sc(SCCOc2ccccc2)nn1-c1ccccc1	4%	7%	4%	11%	-4	-4%	0%	-1%	i
COc1ccc(NC(=O)CCc2nc(-c3ccc(C)cc3)no2)c(OC)c1	-29%	-2%	-2%	8%[9.24 µM]	24	?	-11%	5%	?
Cc1ccc(NC(=O)CNc2ccccc2CN(C)C2CCCCC2)cc1	-27%	0%	-24%	-19%	-19	0%	?	?	/
CN(c1ccc(C(=O)NC2CCCC2)cc1)S(=O)(=O)c1ccccc1	21%	-19%	-2%	-10%	5	-25%	-8%	25%	i
COC(=O)CSC1=C(C#N)C(=O)NC2(CCCCC2)S1	/	-6%	9%	1%	0	4%	-7%	-3%	i
CCc1ccccc1NC(=O)CSC1=C(C#N)C(c2ccc3c(c2)OCO3)C2=C(CCCC2=O)N1 (centres undefined)	-2%	-19%	-16%	-6%	-1	?	?	-3%	i
O=C(NC1=NCCS1)NC12CC3CC(CC(C3)C1)C2	6%	8%	2%	3%	18	-9%	-3%	-2%	i
COc1ccc(S(=O)(=O)N2CCC(C(=O)NCCc3ccccc3)CC2)cc1	-8%	9%	20%	0%	48	?	0%	-8%	i

Source: PubChem (National Center for Advancing Translational Sciences (NCATS))
